Screening results (PubChem BioAssay)
NF-kB neuron act: compounds increasing NF-kB expression in human neuronal cells. NF-kB reporter expression; stronger effect = higher value. fold change at 12.5 µM. actives 1.6% (n = 190,000). AID 1239; in the data active = fold change above about 3.3
APP 5'UTR act: APP 5'UTR luciferase reporter activation. AID 1276. activation, % at 2 µM. SH-SY5Y APP 5'UTR luciferase reporter, luminescence; zero percent = DMSO vehicle wells. actives 1% (n = 190,000);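 active = activation above a set limit, based on mean plus 3 SD of controls, cut at about 140% in these data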; also: values of inactives mirror those of a sister screen read the other way
RAM network inh: inhibitors of the yeast RAM network | S. cerevisiae dse1pr::URA3 reporter, 5-FOA growth OD615, 2 d; analog-sensitive cbk1-as2 kinase mutant strain | inhibition, % at 50 µM | actives 1.8% (n = 190,000) | AID 868;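 active = inhibition above a set limit, 3 SD over mean compound inhibition, cut at about 8.4% in these data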;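 also: 0% = DMSO-only wells with no growth and 100% = 10 µM 1-NA-PP1 full growth; inhibition rescues growth on 5-FOA so higher OD means more RAM inhibition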
APP transl inh: APP translation inhibition | inhibition, % at 2 µM | AID 1285 | SH-SY5Y APP 5'UTR-luciferase reporter, luminescence | actives 0.82% (n = 190,000);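 active = inhibition above a set limit, derived from the sample mean plus 3 SD, cut at about 45% in these data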; also: values of inactives mirror those of a sister screen read the other way
STAT3 inh: STAT3 signaling inhibition. AID 862. inhibition, % at 5.5 µM. actives 0.89% (n = 190,000). U3A cells, IL-6 STAT3-luciferase reporter, luminescence; host cell line lacks STAT1;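 active = inhibition above the mean inhibition across all screened compounds plus 3 SD, cut at about 44% in these data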;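 also: 0% = DMSO only wells and 100% = 100 µM nifuroxazide control wells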
STAT3 act: STAT3 signaling activation. actives 0.91% (n = 190,000). U3A cells, IL-6 STAT3-luciferase reporter, luminescence; 100% = signal with IL-6 EC80 alone. activation (% of control), % at 5.6 µM;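 active = activation above the screen-wide mean of compound activation plus 3 SD, cut at about 130% in these data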;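 also: 0% = background luminescence of wells with medium and substrate only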
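Test system: human U3A cells carrying STAT3-luciferase construct; control set: IL-6-only wells as 100% reference; timing: compound pre-incubation 1 h before IL-6, then 6 h stimulation at 37 °C; also added: IL-6 stimulus at 33 ng/mL final; evaluation: % activation versus median of IL-6-stimulated wells; detection: reporter luminescence signal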
FLuc inhib CS: counter-screen for luciferase assay inhibitors: firefly luciferase inhibition | inhibition, % at 10 µM | actives 1.5% (n = 200,000) | ATPLite firefly luciferase biochemical luminescence, 10 min | P08659;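 active = inhibition above about 50% when tested at 10 µM, limit read from the data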
Target sequence (P08659 whole entry, looked up): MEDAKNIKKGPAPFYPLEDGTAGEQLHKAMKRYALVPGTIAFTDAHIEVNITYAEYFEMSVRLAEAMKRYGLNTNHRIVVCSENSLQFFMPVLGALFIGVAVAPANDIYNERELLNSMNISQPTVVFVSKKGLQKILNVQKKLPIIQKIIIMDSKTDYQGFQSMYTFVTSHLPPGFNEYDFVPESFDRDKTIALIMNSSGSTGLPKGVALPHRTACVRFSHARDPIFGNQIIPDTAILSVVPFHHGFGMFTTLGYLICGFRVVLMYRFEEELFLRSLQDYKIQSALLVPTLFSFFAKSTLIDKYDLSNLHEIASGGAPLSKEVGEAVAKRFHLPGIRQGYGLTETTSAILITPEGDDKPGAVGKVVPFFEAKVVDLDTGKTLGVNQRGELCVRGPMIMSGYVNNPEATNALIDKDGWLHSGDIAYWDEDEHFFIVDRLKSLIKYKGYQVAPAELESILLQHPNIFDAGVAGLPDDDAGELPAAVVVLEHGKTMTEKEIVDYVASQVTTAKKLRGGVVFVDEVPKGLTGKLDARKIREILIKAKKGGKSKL
STAT1 blocker: inhibitors of IFN-gamma induced STAT1 signaling; inhibition, % at 5.5 µM; NIH 3T3 STAT1-luciferase reporter, luminescence; actives 0.35% (n = 200,000);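 active = inhibition above a set limit, the mean inhibition across all tested compounds plus 3 SD, cut at about 34% in these data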;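 also: 0% = IFN-gamma with DMSO and 100% = IFN-gamma with 300 µM nifuroxazide; values of inactives mirror those of a sister screen read the other way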
Hsp70 act: switches on Hsp70 transcription | activation, % at 10 µM | actives 0.04% (n = 200,000) | HeLa Hsp70 promoter luciferase reporter, luminescence; scaled: vehicle 0, proteasome-inhibitor control 100% | AID 1203;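 active = activation above the mean across all tested compounds plus 3 SD, cutoff set per campaign, cut at about 5.5% in these data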;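 also: 100% = MG132 at 30 µM as the positive control and 0% = DMSO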
STAT1 act: increases IFN-gamma driven STAT1 reporter signal; AID 932; activation (% of control), % at 5.5 µM; actives 2.6% (n = 200,000); NIH 3T3 STAT1-luciferase reporter, luminescence; 100% = IFN-gamma alone, no compound;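 active = activation above the screen-wide mean activation plus 3 SD, cut at about 130% in these data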;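 also: raw ratio to IFN-gamma control signal so 100% means no change and 0% no light; values of inactives mirror those of a sister screen read the other way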
Numbers without * were called inactive.

How did CC(C)(C)C(=O)NC(CC(=O)O)c1ccccc1 (stereo unspecified) do in these assays?
NF-kB neuron act: 1.43; APP 5'UTR act: -10.7; RAM network inh: -0.1; APP transl inh: 10.7; STAT3 inh: -5.0; STAT3 act: 104.6; FLuc inhib CS: -3.8; STAT1 blocker: -3.7; Hsp70 act: -0.2; STAT1 act: 104.1

Results for COc1cccc(CN2CCN(Cc3cccn3-c3cccnc3)CC2CCO)c1 (stereo unspecified) ?
NF-kB neuron act: 1.08; APP 5'UTR act: -25.2; RAM network inh: 1.6; APP transl inh: 25.2; STAT3 inh: 0.2; STAT3 act: 105.1; FLuc inhib CS: -2.0; STAT1 blocker: -0.5; Hsp70 act: 0.1; STAT1 act: 100.4

Results for COC(=O)c1c(NC(=O)CSc2ncnc3[nH]ncc23)sc2c1CCC2 ?
NF-kB neuron act: 1.19; APP 5'UTR act: -19.6; RAM network inh: 4.7; APP transl inh: 19.6; STAT3 inh: -3.3; STAT3 act: 104.0; FLuc inhib CS: -7.0; STAT1 blocker: 3.4; Hsp70 act: -0.2; STAT1 act: 95.8

How did O=C(NC(=S)Nc1ccc(Cc2ccncc2)cc1)c1ccc(F)cc1 do in these assays?
NF-kB neuron act: 1.27; APP 5'UTR act: -10.2; RAM network inh: 0.8; APP transl inh: 10.2; STAT3 inh: 14.2; STAT3 act: 88.5; FLuc inhib CS: 0.7; STAT1 blocker: -7.1; Hsp70 act: -0.1; STAT1 act: 106.7

How did CC(=O)OCc1cc(-c2nn(C)c(=O)c3ccccc23)ccc1C do in these assays?
NF-kB neuron act: 1.04; APP 5'UTR act: -7.2; RAM network inh: -0.1; APP transl inh: 7.2; STAT3 inh: 10.5; STAT3 act: 92.8; FLuc inhib CS: -2.7; STAT1 blocker: 7.2; Hsp70 act: 0.0; STAT1 act: 93.8

How did Cc1cc(SCc2ccccc2)nc(=O)[nH]1 do in these assays?
NF-kB neuron act: 1; APP 5'UTR act: -11.5; RAM network inh: 0.8; APP transl inh: 11.5; STAT3 inh: -3.2; STAT3 act: 106.4; FLuc inhib CS: -2.7; STAT1 blocker: 15.4; Hsp70 act: -0.5; STAT1 act: 85.8

Results for CCN(C(C)=O)c1ccc(Oc2nc(OC)cc(OC)n2)cc1 ?
NF-kB neuron act: 1.11; APP 5'UTR act: -12.8; RAM network inh: 0.8; APP transl inh: 12.8; STAT3 inh: 0.4; STAT3 act: 101.7; FLuc inhib CS: 0.9; STAT1 blocker: 6.9; Hsp70 act: -0.2; STAT1 act: 93.0

Results for COc1cc(C(=O)Nc2cc(Cl)ccc2C)c(-n2cnnn2)cc1OC ?
NF-kB neuron act: 1.28; APP 5'UTR act: 3.8; RAM network inh: 1.2; APP transl inh: -3.8; STAT3 inh: -3.1; STAT3 act: 106.0; FLuc inhib CS: -5.6; STAT1 blocker: 0.3; Hsp70 act: 0.0; STAT1 act: 99.7

Results for CCOc1ccc(C(=O)N2CCN(c3cccc(C)c3C)CC2)cc1 ?
NF-kB neuron act: 0.94; APP 5'UTR act: 27.3; RAM network inh: -1.4; APP transl inh: -27.3; STAT3 inh: 9.9; STAT3 act: 93.5; FLuc inhib CS: -6.6; STAT1 blocker: 3.8; Hsp70 act: -0.1; STAT1 act: 96.5

What do the screens show for `COc1ccc(-n2c(=O)c(CCC(=O)N(C)Cc3ccccc3C)nc3ccccc32)cc1`?
NF-kB neuron act: 0.67; APP 5'UTR act: 8.1; RAM network inh: 5.7; APP transl inh: -8.1; STAT3 inh: -2.0; STAT3 act: 103.2; FLuc inhib CS: -0.3; STAT1 blocker: 5.5; Hsp70 act: -0.1; STAT1 act: 94.8

What do the screens show for `Cc1cccc(Nc2nnc(SCC(=O)Nc3cccc(S(=O)(=O)N4CCCCC4)c3)s2)c1`?
NF-kB neuron act: 1.62; APP 5'UTR act: 18.0; RAM network inh: 4.1; APP transl inh: -18.0; STAT3 inh: -8.4; STAT3 act: 105.9; FLuc inhib CS: 40.1; STAT1 blocker: 2.6; Hsp70 act: -0.1; STAT1 act: 97.6

Results for Cc1ccc(C(=O)N2CCN(S(=O)(=O)c3ccc(C)cc3)CC2)cc1 ?
NF-kB neuron act: 0.95; APP 5'UTR act: 33.1; RAM network inh: 2.4; APP transl inh: -33.1; STAT3 inh: -56.3; STAT3 act: 146.2*; FLuc inhib CS: -7.2; STAT1 blocker: 4.6; Hsp70 act: -0.2; STAT1 act: 95.6

Results for Cc1ccc(S(=O)(=O)NCC(=O)OCC(=O)N2N=C(c3ccc(Cl)cc3)CC2c2ccco2)cc1C (stereo unspecified) ?
NF-kB neuron act: 0.93; APP 5'UTR act: -12.4; RAM network inh: 6.9; APP transl inh: 12.4; STAT3 inh: -0.6; STAT3 act: 101.6; FLuc inhib CS: -0.7; STAT1 blocker: -2.4; Hsp70 act: -0.4; STAT1 act: 101.7

Results for Cc1ccc(OCCCC(=O)Nc2nnc(C3CCCO3)s2)c(C)c1 (stereo unspecified) ?
NF-kB neuron act: 1.32; APP 5'UTR act: 6.0; RAM network inh: 0.8; APP transl inh: -6.0; STAT3 inh: 2.5; STAT3 act: 101.7; FLuc inhib CS: -7.8; STAT1 blocker: -9.2; Hsp70 act: -0.2; STAT1 act: 106.9

Results for CC(CN1CCCCC1)OC(=O)Cc1ccc(Cl)cc1 (stereo unspecified) ?
NF-kB neuron act: 1.06; APP 5'UTR act: -10.0; RAM network inh: 0.4; APP transl inh: 10.0; STAT3 inh: 9.3; STAT3 act: 95.5; FLuc inhib CS: -8.6; STAT1 blocker: -3.1; Hsp70 act: -0.3; STAT1 act: 102.8

How did COc1cccc(NC(=O)N(Cc2cc3cc(C)cc(C)c3[nH]c2=O)CC2COCCO2)c1 (stereo unspecified) do in these assays?
NF-kB neuron act: 0.3; APP 5'UTR act: 8.8; RAM network inh: -1.3; APP transl inh: -8.8; STAT3 inh: 8.9; STAT3 act: 99.9; FLuc inhib CS: -8.6; STAT1 blocker: 3.3; Hsp70 act: -0.1; STAT1 act: 97.0

Results for CCCCCCC1CCC(c2nc(-c3ccncc3)no2)CC1 (stereo unspecified) ?
NF-kB neuron act: 0.89; APP 5'UTR act: 1.0; RAM network inh: 0.4; APP transl inh: -1.0; STAT3 inh: -16.6; STAT3 act: 110.9; FLuc inhib CS: -9.1; STAT1 blocker: -0.4; Hsp70 act: 0.3; STAT1 act: 100.3

How did COc1ccc(NC(=O)N(CCCN(C)C)Cc2cc3cc(OC)ccc3[nH]c2=O)cc1 do in these assays?
NF-kB neuron act: 0.5; APP 5'UTR act: -11.6; RAM network inh: 0.5; APP transl inh: 11.6; STAT3 inh: 8.9; STAT3 act: 95.3; FLuc inhib CS: -2.0; STAT1 blocker: -2.6; Hsp70 act: -0.1; STAT1 act: 102.4

How did COc1cc2c(cc1OC)CN(CC(=O)Nc1ccccc1SC)CC2 do in these assays?
NF-kB neuron act: 1.21; APP 5'UTR act: -0.5; RAM network inh: 2.9; APP transl inh: 0.5; STAT3 inh: 7.5; STAT3 act: 100.1; FLuc inhib CS: -2.7; STAT1 blocker: 5.4; Hsp70 act: -0.3; STAT1 act: 94.7

Results for COc1ccc(Cn2c(=O)n(Cc3ccco3)c(=N)c3c4c(sc32)COC(C)(C)C4)cc1 ?
NF-kB neuron act: 0.88; APP 5'UTR act: 7.3; RAM network inh: 4.3; APP transl inh: -7.3; STAT3 inh: -7.6; STAT3 act: 112.1; FLuc inhib CS: -6.0; STAT1 blocker: -9.3; Hsp70 act: -0.1; STAT1 act: 107.5

What do the screens show for `Cc1c(NC(=O)COC(=O)C2CC3C=CC2C3)c(=O)n(-c2ccccc2)n1C` (stereo unspecified)?
NF-kB neuron act: 1.07; APP 5'UTR act: -4.7; RAM network inh: 1.1; APP transl inh: 4.7; STAT3 inh: 12.3; STAT3 act: 95.0; FLuc inhib CS: -3.4; STAT1 blocker: 3.8; Hsp70 act: 0.0; STAT1 act: 96.5

How did CNC(=S)N/N=C/c1ccc(C(C)C)cc1 do in these assays?
APP 5'UTR act: 63.7; APP transl inh: -63.7; STAT3 inh: 18.2; STAT3 act: 91.3; STAT1 blocker: -39.0; Hsp70 act: -0.1; STAT1 act: 129.4*

What do the screens show for `COc1cccc(Nc2nnc(SCC3CCCCO3)s2)c1` (stereo unspecified)?
NF-kB neuron act: 1.7; APP 5'UTR act: 7.9; RAM network inh: 3.0; APP transl inh: -7.9; STAT3 inh: -11.2; STAT3 act: 109.7; FLuc inhib CS: 33.3; STAT1 blocker: -8.8; Hsp70 act: -0.4; STAT1 act: 108.9

What do the screens show for `O=c1oc2ccccc2c(O)c1C=Nc1cccnc1`?
NF-kB neuron act: 1.07; APP 5'UTR act: -19.0; RAM network inh: 0.7; APP transl inh: 19.0; STAT3 inh: 11.0; STAT3 act: 95.1; FLuc inhib CS: 20.8; STAT1 blocker: -4.3; Hsp70 act: -0.2; STAT1 act: 102.7

How did CCC1CCC(NC(=O)Nc2cccc(OC)c2)CC1 (stereo unspecified) do in these assays?
NF-kB neuron act: 4.51*; APP 5'UTR act: 158.3*; RAM network inh: 7.3; APP transl inh: -158.3; STAT3 inh: -11.5; STAT3 act: 113.0; FLuc inhib CS: 33.2; STAT1 blocker: -66.6; Hsp70 act: -0.5; STAT1 act: 159.2*

Results for Nn1cnc2c([nH]c3ccccc32)c1=O ?
NF-kB neuron act: 1.24; APP 5'UTR act: 4.7; RAM network inh: 0.6; APP transl inh: -4.7; STAT3 inh: -8.6; STAT3 act: 107.0; FLuc inhib CS: 0.6; STAT1 blocker: 7.3; Hsp70 act: -0.3; STAT1 act: 93.4

How did CN(C)c1ccc(C(=O)/C=C/c2ccco2)cc1 do in these assays?
NF-kB neuron act: 5.56*; APP 5'UTR act: 203.5*; RAM network inh: 2.2; APP transl inh: -203.5; STAT3 inh: 32.1; STAT3 act: 74.0; FLuc inhib CS: 91.1*; STAT1 blocker: -75.8; Hsp70 act: -0.1; STAT1 act: 168.4*

What do the screens show for `CCOC(=O)N1CCN(C(=O)CSc2ccc(-c3ccncc3)nn2)CC1`?
NF-kB neuron act: 1.06; APP 5'UTR act: 4.8; RAM network inh: 1.2; APP transl inh: -4.8; STAT3 inh: 12.8; STAT3 act: 92.8; FLuc inhib CS: -8.0; STAT1 blocker: 3.1; Hsp70 act: 0.0; STAT1 act: 97.0

Results for CC(C)NS(=O)(=O)c1ccc(CCC(=O)N2CCc3ccccc3C2)cc1 ?
NF-kB neuron act: 0.94; APP 5'UTR act: 3.0; RAM network inh: 2.7; APP transl inh: -3.0; STAT3 inh: 4.1; STAT3 act: 97.8; FLuc inhib CS: -1.7; STAT1 blocker: -1.6; Hsp70 act: -0.1; STAT1 act: 100.5

Results for O=C(CN(Cc1ccco1)C(=O)c1cc(=O)[nH]c2ccccc12)Nc1ccccc1Br ?
NF-kB neuron act: 0.76; APP 5'UTR act: -3.1; RAM network inh: 1.5; APP transl inh: 3.1; STAT3 inh: -3.3; STAT3 act: 106.6; FLuc inhib CS: -8.5; STAT1 blocker: 7.3; Hsp70 act: 0.0; STAT1 act: 93.3
